# Bioassay records from PubChem BioAssay.
# Cardio protect – myocardial damage modulation in H9c2 cells; H9c2 cardiomyocytes, H2O2 injury protection, ATPLite, 2 h; protection from H2O2 cell death, % at 20 µM; 360,000 tested, 0.63% active; AID 588492;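 active = compounds giving at least 50% protection of heart cells from peroxide-induced death in the single-dose screen, raw or plate-pattern-corrected value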;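 note: 0% = DMSO wells with peroxide and 100% = DMSO wells without peroxide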
# Granule exo inh – blocks lytic granule exocytosis; TALL-104 LAMP-1 surface exposure, flow cytometry; cells stimulated with thapsigargin and PMA; inhibition, % at 10 µM; 360,000 tested, 0.66% active; AID 651702;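 active = inhibition above about 55%, limit read from the data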
# m5-HT2A agonist – mouse HTR2A agonism via beta-arrestin recruitment; P35363; CHO-K1 mHTR2A beta-arrestin complementation, luminescence; percent of 30 µM serotonin response; activation, % at 7.6 µM; 360,000 tested, 0.66% active; AID 624169;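 active = activation above a run cutoff, the mean activation of all tested compounds plus 3 SD, cut at about 14% in these data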;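 note: 0% = plate median of compound wells and 100% = 30 µM serotonin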
# Target sequence (P35363 whole entry, looked up): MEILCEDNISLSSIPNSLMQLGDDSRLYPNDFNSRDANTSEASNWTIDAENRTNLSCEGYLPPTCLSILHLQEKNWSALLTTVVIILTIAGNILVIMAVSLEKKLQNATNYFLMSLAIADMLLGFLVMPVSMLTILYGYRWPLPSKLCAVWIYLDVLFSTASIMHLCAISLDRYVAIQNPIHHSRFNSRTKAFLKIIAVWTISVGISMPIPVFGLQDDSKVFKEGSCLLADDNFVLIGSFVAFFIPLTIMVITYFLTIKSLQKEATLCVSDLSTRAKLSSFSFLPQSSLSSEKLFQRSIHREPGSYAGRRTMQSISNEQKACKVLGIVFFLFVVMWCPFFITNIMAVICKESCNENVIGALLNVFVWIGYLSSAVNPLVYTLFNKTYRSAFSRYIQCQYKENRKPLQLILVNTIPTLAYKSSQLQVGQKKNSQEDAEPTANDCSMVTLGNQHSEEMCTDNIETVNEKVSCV
# ABCB6 inh MLPCN – blocks the human ABCB6 transporter. Q9NP58. K562-ABCB6 porphyrin accumulation, flow cytometry, 1 h; hits give low values. fluorescence ratio to DMSO, % at 10 µM. 360,000 tested, 0.19% active. AID 602162;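 active = fluorescence ratio to DMSO below 75%, the collection mean minus 3 SD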;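 note: signal is porphyrin accumulated inside mitochondria; 100% equals median channel fluorescence of DMSO control wells; lower ratio means ABCB6 inhibition with less porphyrin fluorescence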
# N-glyco inh – N-linked glycosylation inhibition; AID 588692; reporter increase, % at 12.5 µM; D54 ERlucT glycosylation luciferase reporter, 24 h; percent of 100 nM tunicamycin response; 360,000 tested, 0.23% active;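 active = mean luciferase reporter signal, scaled so untreated is 0 and the glycosylation-blocking control 100, at or above a set limit in every replicate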;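 note: luciferase carries N-glycosylation sites so blocking glycosylation raises the light; 0% = median of neutral control wells and 100% = median of 100 nM tunicamycin wells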
# MC4R ag barr – agonists of human melanocortin 4 receptor (MC4R) beta-arrestin | AID 540308 | P32245 | 360,000 tested, 0.98% active | activation, % at 8.9 µM | U2OS MC4R beta-arrestin complementation, luminescence; percent of melanotan II response, DMSO zero;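 active = activation above a per-plate cutoff, the mean activation of sample wells on that plate plus 3 SD, cut at about 8% in these data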
# PDI turbidity – inhibitors of human protein disulfide isomerase; 350,000 tested, 0.052% active; AID 588391; P07237; inhibition, % at 10 µM; PDI insulin aggregation turbidity, A650, 90 min;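 active = mean inhibition across replicates of 30% or more, whatever share of single replicates reach that level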;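 note: absorbance from insulin aggregation driven by PDI reduction with DTT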
# Target sequence (P07237 whole entry, looked up): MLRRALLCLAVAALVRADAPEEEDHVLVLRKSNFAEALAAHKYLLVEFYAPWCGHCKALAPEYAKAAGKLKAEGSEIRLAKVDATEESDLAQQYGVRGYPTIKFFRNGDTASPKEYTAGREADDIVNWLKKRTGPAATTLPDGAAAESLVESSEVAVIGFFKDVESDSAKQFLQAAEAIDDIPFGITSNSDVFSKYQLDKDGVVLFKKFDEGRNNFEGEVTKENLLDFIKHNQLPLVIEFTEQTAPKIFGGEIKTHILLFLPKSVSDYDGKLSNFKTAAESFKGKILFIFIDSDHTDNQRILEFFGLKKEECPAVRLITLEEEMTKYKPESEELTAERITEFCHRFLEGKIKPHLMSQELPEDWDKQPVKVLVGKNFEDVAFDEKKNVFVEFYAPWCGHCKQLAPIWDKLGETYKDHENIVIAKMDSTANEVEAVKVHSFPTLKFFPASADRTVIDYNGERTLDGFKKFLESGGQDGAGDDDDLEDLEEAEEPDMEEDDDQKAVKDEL
# MC4R antag cAMP – human MC4R antagonism in cAMP assay; P32245; MC4R-expressing cells, MTII-stimulated cAMP, LANCE TR-FRET; inhibition, % at 6.5 µM; 360,000 tested, 0.48% active; AID 540295;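 active = inhibition above its plate's cutoff, the mean of tested wells on that plate plus 3 SD, cut at about 29% in these data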;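 note: 0% = Melanotan II alone and 100% = Melanotan II plus saturating MCL0020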
#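 System – human MC4R-expressing U2OS cells · Also added – Melanotan II · Dosing – one concentration, 6.5 µM nominal · Timing – 30-min compound, 1-h challenge, 1-h detection, room temperature · Measured by – Eu-cAMP/anti-cAMP TR-FRET, emission 671 nm · Replicates – singlicate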
# CaV13 ICDI inh – Primary screen for inhibitors of IQ motif and Ca2+-dependent inactivation inhibitor domain binding in CACNA1D, Förster resonance energy transfer in living cells, … | HEK cells, CFP/YFP FRET ICDI-IQ, plate reader, 10 min; percent FRET-ratio fall versus neutral wells | inhibition, % at 12.3 µM | 340,000 tested, 0.098% active;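 active = mean replicate inhibition of at least 30% and at least 1% of replicates passing that level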;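 note: 0% = median of the neutral control wells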
# ABHD5 PLIN5 PPI – inhibitors of human ABHD5-perilipin-5 interaction; Split G. princeps luciferase complementation, luminescence, 4 h; AID 602281; 360,000 tested, 0.78% active; inhibition, % at 4 µM; Q00G26+Q8WTS1;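 active = inhibition above the mean inhibition across every tested compound plus 3 SD, cut at about 22% in these data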;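 note: 0% = DMSO only wells and the 100% control is not disclosed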
# Active calls of the source: *; . = no result given.
SMILES,Cardio protect,Granule exo inh,m5-HT2A agonist,ABCB6 inh MLPCN,N-glyco inh,MC4R ag barr,PDI turbidity,MC4R antag cAMP,CaV13 ICDI inh,ABHD5 PLIN5 PPI
CCC(=O)NC(c1cccc([N+](=O)[O-])c1)c1c(OC(C)=O)ccc2ccccc12 (configuration not stated),-4,-3,1,102,0,-1.3,-1,8,.,-1
CCOC(=O)c1ccc(N2C(=O)CC(N3CCC(C(=O)OCC)CC3)C2=O)cc1 (configuration not stated),10,0,2,100,0,-0.4,17,5,-5,7
Cc1ccc(C)c(N2N=C(C(=O)Nc3ccccc3N3CCCC3)CCC2=O)c1,8,-1,-1,100,-1,-0.2,-4,12,-6,-6
Cc1ccc(N2CC(C(=O)Nc3ccc(N(C)C)cc3)CC2=O)cc1C (configuration not stated),-6,0,-2,101,3,0.8,3,-2,-7,-12
COC(=O)c1nnn(-c2nonc2N)c1CSc1ccc(Cl)cc1,-4,-2,-8,100,0,-0.2,0,3,-5,1
OC(COCc1cccs1)CN1CCN(c2cccc(C(F)(F)F)c2)CC1 (configuration not stated),-5,-2,-5,102,2,6.5,6,18,-4,4
O=S(=O)(c1ccc(Cl)cc1)N1CCN(Cc2cccnc2)CC1,-4,0,-2,105,2,0.1,2,1,-2,-4
Cc1ccccc1NC(=O)C(=O)NCCc1ccccc1,-5,0,1,93,1,1.5,1,6,-4,4
O=C(Nc1cccc(Cl)c1)C1COc2ccccc2O1 (configuration not stated),-6,4,5,96,-3,-0.6,-2,14,-19,0
N/C(=N\OC(=O)Nc1ccccc1)c1cccc(C(F)(F)F)c1,-3,4,4,104,2,-0.6,22,-2,-7,6
O=C(NCCc1c[nH]c2ccccc12)Nc1cccc2ccccc12,-9,-3,-1,102,-3,1.5,-5,6,-3,1
Cc1cc(Cn2nnc3ccccc32)c(O)c(C(C)(C)C)c1,-26,2,3,100,-5,6.9,4,-2,-6,-17
Cc1ccc(Nc2cc(C)c3c(O)cccc3n2)cc1C,-15,14,-10,92,-11,0.2,-5,4,-2,0
COc1ccc(C(=O)N/C(=C\c2ccccc2)C(=O)NC(CC(C)C)C(=O)O)cc1 (configuration not stated),3,2,5,94,1,-2.2,-4,5,-16,-6
Cc1nn(C)c(C(=O)NCc2ccc(Cl)cc2)c1Cl,-16,-3,-1,100,-2,-0.7,-4,3,-6,-5
O=C(CC1Oc2ccccc2NC1=O)NCc1ccccc1 (configuration not stated),-2,-7,1,103,1,-0.2,-5,3,6,-1
CSCC[C@H](NS(=O)(=O)c1ccc(C)cc1)C(=O)N1CCC(C(=O)N[C@@H](C)C(=O)O)CC1,-1,-3,1,101,2,-2.9,.,-4,.,4
CCOC(=O)C(C(=O)Nc1nc2ccccc2s1)C1CCCCC1 (configuration not stated),-5,-4,-1,95,-3,0.5,8,1,-5,-10
Cc1ccc(S(=O)(=O)c2nc(Cc3ccccc3)oc2N2CCOCC2)cc1,1,-3,3,95,2,-0.3,6,11,-2,9
Cc1ccc(NC(=O)C2C3C=CC4(O3)C2C(=O)N(CCCN2CCCCC2)C4C(=O)NC2CCCCC2)cc1C (configuration not stated),5,0,-2,99,0,1.4,3,2,-3,4
Cc1cc(C)c(S(=O)(=O)N2CCN(C(=O)N3CCCCC3)CC2)c(C)c1,-5,-2,-1,97,-4,1.6,7,0,-1,-1
c1ccc(C2[C@H]3CN(CC4CCCCC4)[C@H](c4ccccc4)C34CC2(c2ccccc2)C4)cc1 (some centres not stated),-14,10,2,92,-3,2.3,1,3,-9,-5
COC(=O)C1CCN(CC(=O)Nc2ccc(C(=O)Nc3ccccc3OC)cc2)CC1,-3,2,13,98,-1,-2.2,-4,2,-7,-12
COc1ccc(NC(=O)CN(C)C(=O)CNC(=O)C2CCCCC2)cc1,-1,0,6,102,0,1.6,-5,6,-10,8
O=C(NCCc1ccccc1)Nc1ccc2c(c1)OCO2,-4,-6,-1,98,-6,-2.5,2,13,-4,-1

# Random excerpt: 4 compounds from above, in no set order.
SMILES,Cardio protect,Granule exo inh,m5-HT2A agonist,ABCB6 inh MLPCN,N-glyco inh,MC4R ag barr,PDI turbidity,MC4R antag cAMP,CaV13 ICDI inh,ABHD5 PLIN5 PPI
CCOC(=O)C(C(=O)Nc1nc2ccccc2s1)C1CCCCC1 (configuration not stated),-5,-4,-1,95,-3,0.5,8,1,-5,-10
Cc1ccc(S(=O)(=O)c2nc(Cc3ccccc3)oc2N2CCOCC2)cc1,1,-3,3,95,2,-0.3,6,11,-2,9
COc1ccc(NC(=O)CN(C)C(=O)CNC(=O)C2CCCCC2)cc1,-1,0,6,102,0,1.6,-5,6,-10,8
Cc1cc(C)c(S(=O)(=O)N2CCN(C(=O)N3CCCCC3)CC2)c(C)c1,-5,-2,-1,97,-4,1.6,7,0,-1,-1

# Results in N-glyco inh, for some of the entries so far:
compound	N-glyco inh
Cc1ccc(N2CC(C(=O)Nc3ccc(N(C)C)cc3)CC2=O)cc1C (configuration not stated)	3
Cc1cc(C)c(S(=O)(=O)N2CCN(C(=O)N3CCCCC3)CC2)c(C)c1	-4
O=S(=O)(c1ccc(Cl)cc1)N1CCN(Cc2cccnc2)CC1	2
O=C(Nc1cccc(Cl)c1)C1COc2ccccc2O1 (configuration not stated)	-3

# The list goes on.
SMILES,Cardio protect,Granule exo inh,m5-HT2A agonist,ABCB6 inh MLPCN,N-glyco inh,MC4R ag barr,PDI turbidity,MC4R antag cAMP,CaV13 ICDI inh,ABHD5 PLIN5 PPI
O=C1C2C3C=CC(C3)C2C(=O)N1CC1CCCO1 (configuration not stated),7,0,2,102,2,0.0,-4,7,-7,3
O=C(Cc1coc(-c2ccc(F)cc2)n1)Nc1ccccc1,0,4,-4,94,-2,1.5,17,1,.,-9
CCCCc1ccc(NC(=O)CSc2nc3ncccc3[nH]2)cc1,-17,2,0,95,-5,3.2,0,-4,-2,2
O=C(O)CC1SC(=Nc2ccc(O)cc2)NC1=O (configuration not stated),1,-1,4,103,2,-2.4,11,5,-4,-4
Cc1ccc(S(=O)(=O)NC(C(=O)N2CCOCCOCCOCCOCC2)c2ccccc2)cc1 (configuration not stated),10,-7,0,101,0,0.0,3,0,-3,1
CC(C)(C)C(=O)NC1CCN(S(=O)(=O)c2cccc(C(F)(F)F)c2)CC1,1,0,9,96,1,0.3,-12,0,-5,6
CC(C)(C)OC(=O)N1CCC[C@H]1C(=O)N1CCC[C@H]1C(=O)NCc1ccncc1,.,3,-1,102,.,.,.,.,-10,6
CC(C)=CCC/C(C)=C/CNC(=O)C[C@H]1C[C@H](C(=O)N2CCOCC2)[C@@]2(C)c3[nH]c4ccc(Cl)cc4c3CCN2C1=O,12,70*,-3,102,1,-0.5,2,3,-9,-1
CCC(N=c1cc(-c2ccc(OC)cc2)oc2ccc(C)cc12)C(=O)O (configuration not stated),0,-1,2,101,1,1.1,-4,-9,-4,4
COc1ccccc1CN1CCN(Cc2cc(OC)c(OC)cc2OC)CC1,16,4,26*,100,-1,2.3,-5,-1,-6,7
CC(C)c1ccc(NC(=O)Nc2nc(C(N)C(C)C)cs2)cc1 (configuration not stated),-27,-5,-2,98,-3,4.7,13,-5,-4,4
COc1ccc(S(=O)(=O)N2CCN3CCCC3C2)cc1 (configuration not stated),2,-2,2,104,1,-1.6,6,5,-9,-8
Cc1cc(NC(=O)CN2CCCC(C)C2)n(-c2nc3ccccc3s2)n1 (configuration not stated),1,13,4,93,2,0.0,-10,2,-4,5
COC(=O)c1cc(S(=O)(=O)N2CCCCC2)ccc1N1CCOCC1,7,-5,5,98,2,0.2,-3,1,-6,1
COc1ccc(-c2csc(N(CCCN(C)C)C(=O)c3ccc(C(C)(C)C)cc3)n2)cc1,-11,13,-7,99,-12,1.8,2,4,-4,11
COc1ccc(C(CCN2CCCCC2)c2c(OC)cc(OC)c3c(-c4ccccc4)cc(=O)oc23)cc1 (configuration not stated),-8,0,-6,97,-7,-0.9,1,0,-5,17
CC(C)(C)CC(=O)O/N=C(\N)c1ccncc1,-1,-2,0,97,0,-2.5,1,8,-1,0
O=C(NC1=CC(=O)c2ccccc2C1=O)c1ccccc1,-19,108*,2,85,-7,-2.3,5,35*,-5,85*
O=C(COc1ccccc1)Nc1ccccc1NS(=O)(=O)c1cccs1,4,-2,-4,98,0,0.7,0,16,-3,-9
Cc1nn(-c2ccccc2)c(C)c1C(=O)OCC(=O)NCc1ccco1,17,-1,-2,96,-1,-0.2,6,19,.,13
C=CCOn1c(=O)c(-c2ccccc2)[n+]([O-])c2ccccc21,9,3,-4,103,2,-2.5,4,5,-5,0
Cc1n[nH]c(C)c1Sc1ccccc1N=Cc1cc(Cl)cc([N+](=O)[O-])c1O,-2,5,8,94,2,-1.0,-6,16,.,-3
CCOC(=O)/C=C1/SCC(=O)N1Cc1ccc(Br)cc1,-8,-16,-2,97,-4,-0.9,-2,-3,-5,2
CCOC(=O)C1=C(c2ccccc2)O/C(=C(/C(=O)OC)C(F)(F)F)S1,-9,-2,-3,98,1,2.8,-6,20,-7,-5
COc1cc(C2C(C#N)=C(N)OC3=C2C(=O)CC(C)(C)C3)cc2c1OCO2 (configuration not stated),1,-1,6,96,2,-0.8,-3,4,-4,2
CN1CCC(=NNC(=O)c2ccco2)CC1,1,-8,-1,91,2,1.4,-4,14,-5,-2
Cc1nc2ccc(NC(=O)C3=NN(C)C(=O)CC3)cc2s1,5,6,1,100,-1,-2.0,-46,8,-3,-11

# Arranged by the number under ABHD5 PLIN5 PPI (largest number first): some entries from above.
smiles	ABHD5 PLIN5 PPI
COc1ccc(C(CCN2CCCCC2)c2c(OC)cc(OC)c3c(-c4ccccc4)cc(=O)oc23)cc1 (configuration not stated)	17
COc1ccc(-c2csc(N(CCCN(C)C)C(=O)c3ccc(C(C)(C)C)cc3)n2)cc1	11
CC(C)(C)C(=O)NC1CCN(S(=O)(=O)c2cccc(C(F)(F)F)c2)CC1	6
C=CCOn1c(=O)c(-c2ccccc2)[n+]([O-])c2ccccc21	0
O=C(COc1ccccc1)Nc1ccccc1NS(=O)(=O)c1cccs1	-9

# Single records, from the list above.
# Profile of COc1ccc(-c2csc(N(CCCN(C)C)C(=O)c3ccc(C(C)(C)C)cc3)n2)cc1 → Cardio protect = -11; Granule exo inh = 13; m5-HT2A agonist = -7; ABCB6 inh MLPCN = 99; N-glyco inh = -12; MC4R ag barr = 1.8; PDI turbidity = 2; MC4R antag cAMP = 4; CaV13 ICDI inh = -4; ABHD5 PLIN5 PPI = 11
# Profile of O=C(Cc1coc(-c2ccc(F)cc2)n1)Nc1ccccc1 → Cardio protect = 0; Granule exo inh = 4; m5-HT2A agonist = -4; ABCB6 inh MLPCN = 94; N-glyco inh = -2; MC4R ag barr = 1.5; PDI turbidity = 17; MC4R antag cAMP = 1; CaV13 ICDI inh = .; ABHD5 PLIN5 PPI = -9

# Compounds were not picked by outcome. About 4.2% of those tested had a hit in this group.
